# Assay outcomes (PubChem BioAssay)
# RXFP1 ag – qHTS Assay for Agonists of the Relaxin Receptor RXFP1. HEK293T-RXFP1 cAMP TR-FRET, 30 min; response scale: percent of porcine relaxin response, buffer zero. Potency, µM (doses to about 57.5 µM), inactives show at the highest dose activation, hits mostly activators. 370,000 tested, 0.3% active; also: potency is read from the fitted curve at half-maximal effect; % is scaled to controls: 0 for no effect and ±100 for the full control effect; nearly all actives have a fitted effect of over 60% in size; many of its hits are not listed in these tables
# Target sequence (Q9HBX9 whole entry, looked up): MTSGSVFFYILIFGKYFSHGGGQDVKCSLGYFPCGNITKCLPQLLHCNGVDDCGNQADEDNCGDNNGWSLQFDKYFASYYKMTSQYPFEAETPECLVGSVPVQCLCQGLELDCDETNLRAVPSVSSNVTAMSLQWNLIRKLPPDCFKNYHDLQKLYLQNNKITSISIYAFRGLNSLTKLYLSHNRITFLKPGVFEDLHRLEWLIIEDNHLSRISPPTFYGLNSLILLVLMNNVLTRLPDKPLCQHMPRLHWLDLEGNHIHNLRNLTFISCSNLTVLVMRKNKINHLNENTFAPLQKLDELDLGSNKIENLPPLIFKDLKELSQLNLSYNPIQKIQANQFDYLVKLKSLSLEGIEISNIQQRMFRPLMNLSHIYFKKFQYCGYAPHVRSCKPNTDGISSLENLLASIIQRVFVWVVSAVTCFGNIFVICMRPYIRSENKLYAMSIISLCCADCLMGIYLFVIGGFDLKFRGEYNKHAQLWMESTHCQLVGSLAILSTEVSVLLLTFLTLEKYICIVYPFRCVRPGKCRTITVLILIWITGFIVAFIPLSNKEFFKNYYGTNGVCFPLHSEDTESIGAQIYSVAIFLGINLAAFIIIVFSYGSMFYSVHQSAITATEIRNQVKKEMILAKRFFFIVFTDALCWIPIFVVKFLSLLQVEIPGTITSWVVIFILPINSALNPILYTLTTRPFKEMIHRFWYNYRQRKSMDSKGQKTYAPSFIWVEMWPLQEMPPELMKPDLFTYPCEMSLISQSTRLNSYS
#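 HEK293 cells stably expressing RXFP1, treated 30 min at 37C with compounds plus PDE4 inhibitor Ro 20174; cAMP measured by HTRF TR-FRET. Normalized to buffer and 29 nM porcine relaxin; EC50 by Hill fit.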
# D1 PAM – Potentiators of Human D1 Dopamine Receptor: qHTS; HEK293 TREx D1 cells, calcium flux, dopamine EC20 potentiation; potentiation, % at 10 µM; 360,000 tested, 0.036% active; in the data active = potentiation above about 30%; also: 0% is about no effect
# D1 antag – Antagonist of Human D 1 Dopamine Receptor: qHTS. HEK293 TREx D1 cells, calcium flux, dopamine EC80; active compounds read low. 360,000 tested, 3.2% active. AID 504652, 2011. activity change, negative = inhibition, % at 10 µM; in the data active = activity change below about -30%; also: % is scaled to controls: 0 for no effect and ±100 for the full control effect
#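 Cells carrying a force-coupled, tetracycline-inducible human D1 receptor report calcium flux. Each well gets a 10 s baseline, compound with 180 s monitoring, then an EC80 dopamine stimulus with a second 180 s kinetic read.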
# Vif-APOBEC3F blk – qHTS for Inhibitors of Vif-A3F Interactions: qHTS; HeLa A3F-eYFP + Vif (tagged APOBEC3F with the HIV-1 protein that degrades it), YFP fluorescence increase; Potency, µM (doses to about 46.1 µM), for inactives: at the highest dose activity, negative = active; 390,000 tested, 0.2% active; also: potency is read from the fitted curve at half-maximal effect; % of control where 0% means no effect; nearly all actives have a fitted effect of over 65% in size
#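 HeLa cells stably expressing Vif plus C-terminally eYFP-tagged A3F were seeded, incubated overnight at 37 deg C, dosed with compound, incubated overnight again at 37 deg C. Yellow fluorescence (Ex 488/Em 500-530) reported blocked Vif-mediated A3F-eYFP degradation.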
# D2 potentiator – HTS Assay for Positive Allosteric Modulators of the Human D2 Dopamine Receptor: Primary Screen for Potentiators | HEK293 T-REx D2, calcium flux, EC20 dopamine potentiation | potentiation, % at 10 µM | D(2) dopamine receptor (Homo sapiens), P14416 | 340,000 tested, 0.34% active;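 active = potentiation over 3 SD above the plate norm, cut at about 30% in these data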; also: 0% is about no effect
#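 Cells plated with tetracycline inducer and held overnight at 30 C; calcium dye loaded 30–90 min at room temperature; baseline taken, compound added and read 180 s; EC20 dopamine then added and read 180 s.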
# Glioma ERSR ind – qHTS for Inducers of the Endoplasmic Reticulum Stress Response (ERSR) in Human Glioma: qHTS. 420,000 tested, 0.02% active. U87-MG GRP78 promoter luciferase reporter, 16 h. Potency, µM, inactives show top-dose activation, actives largely listed as activators; also: potency is read from the fitted curve at half-maximal effect; series mostly up to about 76 µM; % of control where 0% means no effect; nearly all actives have a fitted effect of over 35% in size
#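 Stably transfected U87-MG human glioma cells carrying a GRP78-based luminescent sensor were seeded at 1000 cells/well, pin-dosed with compounds and incubated 16 h. Luciferase reagent was then added, and end-point luminescence was read after 10 min at room temperature.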
# LDHA block – qHTS assay for inhibitors of human lactate dehydrogenase; purified LDHA, NADH/diaphorase-resazurin fluorescence; active compounds read low; activity change, % (values are at about 110 or 230 µM); 480,000 tested, 0.15% active; in the data active = activity change below about -30%; inconclusive = mostly about -25% to -30%;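 also: plate controls were DMSO wells for no effect and wells without enzyme for full effect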
#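 Human LDH5 at 2 nM final in Tris HCl pH 7.4 with 0.06 mM NADH and 0.2 mM pyruvate, reacted 5 minutes at room temperature. Remaining NADH coupled via diaphorase/resazurin; resorufin fluorescence read at 0 and 20 minutes, normalized to enzyme-free and DMSO wells.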
# Vif-APOBEC3G blk – qHTS for Inhibitors of Vif-A3G Interactions: qHTS | 410,000 tested, 0.076% active | DNA dC->dU-editing enzyme APOBEC-3G (Homo sapiens), Q9HC16 | HeLa A3G-eYFP + Vif (tagged APOBEC3G with the HIV-1 protein that degrades it), YFP fluorescence, overnight | Potency, µM (titrated, usually from 46.1 µM), for inactives: at the top dose activity, negative = active, hits mostly inhibitors;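 also: potency is read from the fitted curve at half-maximal effect; % is scaled to controls: 0 for no effect and ±100 for the full control effect; nearly all actives have a fitted effect of over 60% in size; hits raise eYFP signal because A3G escapes Vif-driven loss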
#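 HeLa cells stably expressing Vif and C-terminally eYFP-tagged A3G, seeded overnight at 37 deg C, then exposed to compound by pintool overnight at 37 deg C. Rise in yellow fluorescence (Ex 488/Em 500-530, Acumen) marks blocked Vif-driven A3G degradation.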
# D1 ag – Allosteric Agonists of the Human D1 Dopamine Receptor: qHTS; HEK293 T-REx D1 cells, calcium flux, agonist mode; AID 504660, 2011; activation, % at 2 µM; 360,000 tested, 1% active; in the data active = activation above about 30%; also: 0% is about no effect
#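 Agonism was scored from calcium flux recorded over 180 s (1 read/s) after pintool compound addition, following a 10-cycle baseline. Cells were inducible force-coupled HEK293 TREx D1, plated overnight at 30 C and loaded with no-wash calcium dye.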
# An asterisk follows results filed as active; ? = inconclusive; . = not tested or not shown; & = joins results of further samples. Unless noted, calls follow the shape of the dose curve; as a rule, active = well fitted curve in the direction sought with a large enough effect; inconclusive = small, poorly fitted or top-dose-only effect, or another doubt; inactive = no such curve, though single readings can be large; an effect the other way counts as inactive or inconclusive. Not all compounds are listed; the hit share may differ from the screen's.
No.	SMILES	RXFP1 ag	D1 PAM	D1 antag	Vif-APOBEC3F blk	D2 potentiator	Glioma ERSR ind	LDHA block	Vif-APOBEC3G blk	D1 ag
1	O=C(NCC1CCCO1)c1cc(S(=O)(=O)N2CCOCC2)ccc1Cl (centres undefined)	3.9%	-5	-13	4%	-3	-6%	1	4%	5
2	Cc1cccc(N(Cc2ccccc2)C(=O)Cc2ccc(S(=O)(=O)N3CCOCC3)s2)c1	0.8%	-3	1	7%	8	-6%	-5	-3%	4
3	O=S(Cc1ccc(Br)cc1)Cc1nnc(SCc2ccc(Br)cc2)n1-c1ccccc1 (centres undefined)	-0.4%	3	8	-6%	13	-1%	2	-23%	4
4	O=C(Nc1cccc(S(=O)(=O)N2CCOCC2)c1)c1cc2ccccc2o1	1.5%	-2	-19	-45%	-3	2%	5	-1%	3
5	N#Cc1ccccc1CSc1nnc(-c2ccccc2)o1	-3.8%	0	12	4%	-3	-1%	-17	-4%	-1
6	Cc1ccccc1N1CC(c2nc3ccccc3n2Cc2ccc(Br)cc2)CC1=O (centres undefined)	-0.3%	0	1	0%	0	-9%	2	-10%	4
7	Cc1ccc(Cl)cc1NC(=S)N(CCCN1CCN(C)CC1)Cc1ccco1	2.0%	-2	-2	4%	-27	5%	-4	0%	6
8	Cc1ccc(-c2[nH]ncc2CNCCc2cnn(-c3ccccc3)c2)cc1C	-1.3%	-13	-27	-9%	-13	-5%	-2	0%	34*
9	CN(C1CCCCC1)S(=O)(=O)c1ccc(NC(=O)CCC(=O)O)cc1	0.0%	-1	6	-1%	9	-4%	2	-2%	2
10	Cc1ccc2cc(CNC(C)C)c(=O)[nH]c2c1	0.3%	-9	-17	6%	-9	-3%	-1	0%	1
11	Cc1nn(-c2ccccc2)c(Cl)c1C(=O)OCC(=O)NCCc1ccccc1	-3.1%	2	-11	10%	-2	-7%	-7	-6%	3
12	NC(=O)c1cc(Cc2ccccc2)sc1NC(=O)c1ccco1	2.1%	1	6	-1%	-3	7%	1&7	-7%	-2
13	CCCCC(=O)Nc1cccc(OCc2cc(=O)n3ccccc3n2)c1	3.3%	-3	-3	8%	-4	0%	-3	-2%	-1
14	CCOC(=O)CC(=O)CSc1nc(-c2ccccc2)cc(-c2ccccc2)c1C#N	-0.2%	4	-8	?	4	-6%	-5	-18%	9
15	COc1cc2c(cc1OC)-c1cc(NC3CCCCCC3)nc(=O)n1CC2	17%	-3	1	-10%	-1	-1%	-4	-12%	1
16	Cc1ccc(NC(=O)CSc2ncc3ccccn23)cc1	-0.2%	0	6	-3%	1	1%	-6	1%	2
17	CSc1nsc(SCC(=O)Nc2c(C)n(C)n(-c3ccccc3)c2=O)n1	1.3%	-6	11	-9%	4	-7%	0	0%	-1
18	O=C(NCCCN1CCOCC1)c1ccc(S(=O)(=O)Nc2cccc(C(F)(F)F)c2)cc1	0.5%	5	-5	6%	0	-1%	-6	-4%	3
19	C=C(C)CNC(=S)Nc1cccc(S(=O)(=O)NC2=NCCC2)c1	0.5%	4	7	-8%	0	-3%	-1	-5%	3
20	CCOc1ccc(NC(=O)CCS(=O)(=O)c2ccc3c(c2)n(C)c(=O)c(=O)n3C)cc1	2.5%	-1	1	.	.	.	-5	.	-1
21	Cc1ccc2nc(-c3ccncc3)c(NC3CCCCC3)n2c1	-3.2%	-1	2	10%	0	-4%	1	-1%	-1
22	CC(C)(C)c1ccc(C(=O)Nc2ccc(O)c3c(=O)cc(-c4ccccc4Cl)oc23)cc1	1.8%	-7	-13	-1%	-3	-6%&-4%	-18	-2%&-3%	2
23	Cc1cccc2sc(N(Cc3cccnc3)C(=O)CCc3ccccc3)nc12	-0.2%	6	.	-3%	6	-3%	-3	3%	56*
24	CC(=O)Nc1ccc(C=NNC(=O)CCCC(=O)NN=Cc2ccc(NC(C)=O)cc2)cc1	.	.	.	-11%	.	-3%	-13	1%	.
25	C=CCC[C@@H](Cc1ccc(F)cc1)C(=O)OC[C@@H](Cc1c[nH]c2ccccc12)NC(=O)[C@H](CC=C)CC(=O)NCCO	.	.	.	1%	.	-1%	3	-7%	.

# Remaining list, next part.
No.	SMILES	RXFP1 ag	D1 PAM	D1 antag	Vif-APOBEC3F blk	D2 potentiator	Glioma ERSR ind	LDHA block	Vif-APOBEC3G blk	D1 ag
26	O=C(NC1CCCCCC1)c1cc2c(Cl)nc3ccccc3c2s1	29%	-3	10	-9%	4	-2%	-7	2%	1
27	Cc1cccc(NC(=O)CCC(=O)c2cccs2)n1	0.2%	-2	11	-8%	15	0%	2	-2%	1
28	CCOc1ccc(CN2CCN(Cc3[nH]c4ccccc4c3C)CC2CCO)cc1 (centres undefined)	-0.8%	-1	-1	-11%	9	-5%	3	3%	48*
29	CCOc1ccc(C(=O)C[n+]2ccc(C(=O)NCCO)cc2)cc1	-2.7%	-6	-4	-7%	7	2%	7	2%	2
30	Cc1cccc(OCCCCN2CCNCC2)c1	.	.	.	2%	.	-3%	-3	1%	.
31	COc1ccc(N(C(=O)c2cccnc2)S(=O)(=O)c2ccc3c4c(cccc24)C(=O)N3C)cc1	0.1%	-1	-4	3%	5	-6%	-3	-4%	-1
32	CCOC(=O)NC(O)C(=O)c1ccc(F)cc1 (centres undefined)	1.7%	-10	2	2%	2	-1%	-3	-6%	3
33	Cc1ccc(CN(C)C[C@@H]2OCc3cnnn3CCCC(=O)N([C@H](C)CO)C[C@H]2C)cc1	.	.	.	-2%	.	-5%	-4	0%	.
34	O=C(Cc1c(Cl)cccc1Cl)N1CCN(S(=O)(=O)c2cccs2)CC1	-2.6%	10	22	0%	3	-4%	2	-8%	3
35	CC(Sc1nnc(C2CC2)n1C1CC1)C(=O)NC1(C#N)CCCCC1 (centres undefined)	0.3%	.	7	-19%	4	-3%	-4	0%	5
36	Cc1cc(NC(=O)c2noc3c2CCCCC3)no1	2.2%	-3	-3	-6%	5	3%	-7	0%	1
37	O=C(NC1CCCC1)C1CCCN(S(=O)(=O)c2ccc(F)cc2)C1 (centres undefined)	-1.2%	1	3	1%	-11	-1%	-2	0%	5
38	O=C(NCc1ccc(Cl)cc1)C(=O)NCC(c1cccnc1)N1CCN(c2ccccc2)CC1 (centres undefined)	1.8%	-1	4	5%	-5	-3%	-4	2%	1
39	COc1ccc(NC(=O)CCN2CCN(c3ccc(F)cc3)CC2)cc1	-3.3%	-7	1	-5%	-29	-1%	-4	-4%	3
40	COc1ccc(Sc2ccc(-c3nc4cnccn4c3NC3CCCCC3)cc2OC)cc1	.	.	.	?	.	1%	1	-5%	.
41	COc1cc(C(=O)NCC2CCCO2)ccc1OCc1ccc(Cl)cc1Cl (centres undefined)	0.9%	-4	-10	-13%	-3	1%	-4	1%	21
42	Cc1ccc(S(=O)(=O)N(C)C[C@@H]2OCc3cnnn3CCCC(=O)N([C@@H](C)CO)C[C@@H]2C)cc1	.	.	.	-11%	.	-6%	-14	0%	.
43	COc1ccc(CN2CN(c3ccc(Cl)cc3)C(=O)N(n3cnnc3)C2)cc1	-0.3%	-4	-1	-2%	-6	2%	0	3%	2
44	Cn1ccs/c1=N\S(=O)(=O)c1ccc(F)cc1	-0.5%	0	.	-6%	6	-5%	-6	1%	-3
45	O=C(/C=C/c1ccc(Br)cc1)NCCCn1ccnc1	-1.6%	-7	23	-4%	-6	-1%	-8	0%	-2
46	S=C(NC1CCCCC1)N1CCN(C/C=C/c2ccccc2)CC1	0.2%	-6	-5	2%	-7	-4%	-5	0%	13
47	CCOc1ccccc1C(O)C1=CC(=O)c2ccccc2C1=O (centres undefined)	.	.	.	8%	.	-3%	16	0%	.
48	Oc1[nH]c2ccc(Br)cc2c1N=NC(=S)N1CCOCC1	-2.4%	2	-10	-20%	-7	-13%	3	?	2
49	CCOc1ccc(NC(=O)CCC(=O)n2nc(C)cc2C)cc1	1.0%	8	3	.	-1	.	.	.	4

# Grouped by structure: the compounds so far with an aryl thioether with sulfur outside any ring (7)
No.	SMILES	RXFP1 ag	D1 PAM	D1 antag	Vif-APOBEC3F blk	D2 potentiator	Glioma ERSR ind	LDHA block	Vif-APOBEC3G blk	D1 ag
3	O=S(Cc1ccc(Br)cc1)Cc1nnc(SCc2ccc(Br)cc2)n1-c1ccccc1 (centres undefined)	-0.4%	3	8	-6%	13	-1%	2	-23%	4
5	N#Cc1ccccc1CSc1nnc(-c2ccccc2)o1	-3.8%	0	12	4%	-3	-1%	-17	-4%	-1
14	CCOC(=O)CC(=O)CSc1nc(-c2ccccc2)cc(-c2ccccc2)c1C#N	-0.2%	4	-8	?	4	-6%	-5	-18%	9
16	Cc1ccc(NC(=O)CSc2ncc3ccccn23)cc1	-0.2%	0	6	-3%	1	1%	-6	1%	2
17	CSc1nsc(SCC(=O)Nc2c(C)n(C)n(-c3ccccc3)c2=O)n1	1.3%	-6	11	-9%	4	-7%	0	0%	-1
35	CC(Sc1nnc(C2CC2)n1C1CC1)C(=O)NC1(C#N)CCCCC1 (centres undefined)	0.3%	.	7	-19%	4	-3%	-4	0%	5
40	COc1ccc(Sc2ccc(-c3nc4cnccn4c3NC3CCCCC3)cc2OC)cc1	.	.	.	?	.	1%	1	-5%	.
